# Screening results as filed in PubChem.
# EZH2 inh: EZH2 (human) methyltransferase inhibition; Q15910; 0.35% of 57,000 active; inhibition, % at 12.5 µM; PRC2 H3K27 methylation, DELFIA TRF, 1 h; AID 651548;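 active = mean inhibition of replicates at least 50% and every single replicate also reaching 50%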;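 note: dimethyl H3K27 on biotinylated H3 21-44 peptide detected by antibody; plate controls were median neutral control wells for no effect and median positive control wells for full effect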
# Target sequence (Q15910 whole entry, looked up): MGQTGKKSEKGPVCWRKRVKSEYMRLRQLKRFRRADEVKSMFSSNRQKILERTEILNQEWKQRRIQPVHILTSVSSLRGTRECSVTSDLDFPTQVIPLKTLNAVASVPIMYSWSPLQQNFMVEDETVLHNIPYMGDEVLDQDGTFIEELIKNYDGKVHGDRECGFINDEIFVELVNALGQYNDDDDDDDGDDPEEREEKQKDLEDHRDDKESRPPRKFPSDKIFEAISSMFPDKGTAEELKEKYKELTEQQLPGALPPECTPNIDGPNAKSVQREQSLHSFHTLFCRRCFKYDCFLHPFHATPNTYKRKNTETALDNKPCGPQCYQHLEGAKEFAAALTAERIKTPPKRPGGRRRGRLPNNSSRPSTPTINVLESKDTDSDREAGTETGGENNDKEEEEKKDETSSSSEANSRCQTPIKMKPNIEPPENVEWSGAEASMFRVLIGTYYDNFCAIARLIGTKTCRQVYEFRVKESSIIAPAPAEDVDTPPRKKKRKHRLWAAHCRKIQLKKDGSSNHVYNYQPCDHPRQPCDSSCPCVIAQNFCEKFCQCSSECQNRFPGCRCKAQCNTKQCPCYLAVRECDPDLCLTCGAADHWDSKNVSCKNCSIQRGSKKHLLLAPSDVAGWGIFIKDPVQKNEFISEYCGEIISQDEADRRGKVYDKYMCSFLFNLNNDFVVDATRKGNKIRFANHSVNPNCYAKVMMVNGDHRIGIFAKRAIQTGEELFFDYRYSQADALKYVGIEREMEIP
# IDH1 mut inh: inhibitors of human IDH1 R132H; IDH1 R132H reductase, diaphorase/resazurin fluorescence, 60 min; inhibition, % at 10 µM; 0.18% of 70,000 active; AID 624101; in the data active = inhibition above about 34%;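 note: 0% = DMSO and 100% = no enzyme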
# * marks the source's active call; other numbers are inactive results; nt = no result given. Only part of the results is shown; count on the stated rates, not on these rows.
SMILES,EZH2 inh,IDH1 mut inh
Cc1nnc(SCC(=O)Nc2ccc(Oc3ccccc3)cc2)s1,nt,-0.3
Cc1noc(C)c1NC(=O)Nc1ccc2c(c1)C(=O)N([C@@H](C)CO)C[C@H](C)[C@H](CN(C)CC1CC1)O2,nt,-1.2
O=C(Nc1ccc(C(F)(F)F)cc1)Nc1ccc2c(c1)[C@@H]1C[C@@H](CC(=O)N3CCc4ccccc4C3)O[C@@H](CO)[C@@H]1O2,-5.5,0.2
C[C@@H]1CCCCO[C@@H](CN(C)S(C)(=O)=O)[C@H](C)CN([C@@H](C)CO)C(=O)c2cc(NC(=O)Cc3ccccc3)ccc2O1,3.4,nt
O=C(CSC1=NCCS1)Nc1ccnc2ccccc12,-15.9,-0.1
CNC[C@@H]1OCCCC[C@H](C)Oc2ccc(NC(=O)Nc3ccc4c(c3)OCO4)cc2C(=O)N([C@@H](C)CO)C[C@@H]1C,-7.7,-0.2
C[C@H](CO)N1C[C@H](C)[C@H](CN(C)Cc2ccc(C(F)(F)F)cc2)Oc2ccc(NC(=O)CCCCCC(=O)Nc3ccccc3N)cc2CC1=O,12.2,nt
CC(C)NC(=O)Nc1ccc2c(c1)CC(=O)N([C@H](C)CO)C[C@@H](C)[C@@H](CN(C)S(C)(=O)=O)O2,8.9,nt
COc1ccc(S(=O)(=O)N(C)C[C@H]2OCCCC[C@@H](C)Oc3ccc(NC(=O)Nc4ccc(F)cc4)cc3C(=O)N([C@H](C)CO)C[C@H]2C)cc1,nt,-2.0
CC(C)(C)c1cc(C(=O)CSc2nc3ccccc3[nH]2)cc(C(C)(C)C)c1O,nt,0.1
C[C@@H]1CN([C@@H](C)CO)C(=O)Cc2cc(NC(=O)CCCCCC(=O)Nc3ccccc3N)ccc2O[C@H]1CN(C)Cc1ccccc1,nt,2.3
CO[C@H]1CN(C)C(=O)c2cc(NS(=O)(=O)c3ccccc3)ccc2OC[C@@H](C)N(C)C[C@@H]1C,0.8,-0.1
COc1ccccc1S(=O)(=O)N[C@H]1CC[C@@H](CC(=O)N2CCCCC2)O[C@@H]1CO,-3.1,0.2
O=C(NCC[C@H]1CC[C@H](NS(=O)(=O)Cc2ccccc2)[C@@H](CO)O1)C1CCC1,-8.0,0.2
CCCC#Cc1cnc2c(c1)C(=O)N([C@H](C)CO)C[C@@H](C)[C@H](CN(C)CCC)O2,-10.7,-0.1
Cc1cc(C)c(C)c(OCC(=O)NCc2ccco2)c1,12.6,-0.2
CNC[C@H]1OCCCC[C@@H](C)Oc2ccc(NC(=O)NC(C)C)cc2C(=O)N([C@H](C)CO)C[C@@H]1C,-23.2,1.1
C[C@H]1CCCCO[C@H](CN(C)C(=O)C2CCCCC2)[C@@H](C)CN([C@@H](C)CO)C(=O)c2cc(NC(=O)c3ccncc3)ccc2O1,-2.7,0.5
CS(=O)(=O)N1CCN(c2ccccc2NC(=O)COc2ccc(Cl)cc2)CC1,4.2,0.2
C[C@@H]1CN([C@H](C)CO)C(=O)c2cc(N(C)C)ccc2O[C@H]1CN(C)S(C)(=O)=O,13.2,-1.1
CCCCCC(O)/C=C/C=O (stereo not given),nt,0.5
C[C@H]1CN([C@@H](C)CO)C(=O)c2cccc(NC(=O)c3ccc(-c4nccs4)cc3)c2O[C@@H]1CN(C)Cc1ccc(Oc2ccccc2)cc1,nt,0.4
CCCN1C[C@H](C)[C@@H](OC)CN(C)C(=O)c2cc(NC(=O)Nc3cccc(F)c3)ccc2OC[C@H]1C,-25.2,nt
Cc1ccc(S(=O)(=O)N(C)C[C@@H]2Oc3c(NC(=O)NC4CCCCC4)cccc3C(=O)N([C@@H](C)CO)C[C@@H]2C)cc1,-8.8,nt
Cc1noc(C)c1S(=O)(=O)Nc1ccc2c(c1)C(=O)N([C@@H](C)CO)C[C@H](C)[C@@H](CN(C)C(=O)CCC(F)(F)F)OCCCC[C@H](C)O2,nt,0.2

# Reprinted at random: six compounds from above
SMILES,EZH2 inh,IDH1 mut inh
C[C@H]1CN([C@@H](C)CO)C(=O)c2cccc(NC(=O)c3ccc(-c4nccs4)cc3)c2O[C@@H]1CN(C)Cc1ccc(Oc2ccccc2)cc1,nt,0.4
CO[C@H]1CN(C)C(=O)c2cc(NS(=O)(=O)c3ccccc3)ccc2OC[C@@H](C)N(C)C[C@@H]1C,0.8,-0.1
O=C(NCC[C@H]1CC[C@H](NS(=O)(=O)Cc2ccccc2)[C@@H](CO)O1)C1CCC1,-8.0,0.2
CCCC#Cc1cnc2c(c1)C(=O)N([C@H](C)CO)C[C@@H](C)[C@H](CN(C)CCC)O2,-10.7,-0.1
C[C@@H]1CN([C@@H](C)CO)C(=O)Cc2cc(NC(=O)CCCCCC(=O)Nc3ccccc3N)ccc2O[C@H]1CN(C)Cc1ccccc1,nt,2.3
CNC[C@@H]1OCCCC[C@H](C)Oc2ccc(NC(=O)Nc3ccc4c(c3)OCO4)cc2C(=O)N([C@@H](C)CO)C[C@@H]1C,-7.7,-0.2

# Next section.
SMILES,EZH2 inh,IDH1 mut inh
C[C@@H]1CN([C@@H](C)CO)C(=O)c2ccccc2-c2ccccc2CO[C@H]1CN(C)CC1CC1,6.1,0.6
C[C@@H]1CCCCO[C@@H](CN(C)C(=O)CCCN(C)C)[C@@H](C)CN([C@@H](C)CO)C(=O)c2cc(NS(=O)(=O)c3ccc(Cl)cc3)ccc2O1,nt,6.2
CCCN(C)C[C@H]1OCCCC[C@@H](C)Oc2ccc(N(C)C)cc2C(=O)N([C@H](C)CO)C[C@H]1C,-3.0,-1.4
CN(C)C(=O)C[C@@H]1C[C@H]2c3cc(NS(=O)(=O)c4ccccc4)ccc3O[C@H]2[C@@H](CO)O1,1.1,0.1
COC(=O)CSc1nnc(-c2ccc(Cl)cc2)n1-c1ccc(Br)cc1,nt,-0.4
C[C@H]1CCCCO[C@H](CN(C)S(=O)(=O)c2ccc(Cl)cc2)[C@@H](C)CN([C@@H](C)CO)C(=O)c2cc(NS(=O)(=O)c3ccc(F)cc3)ccc2O1,nt,1.0
C[C@@H]1CN([C@@H](C)CO)C(=O)c2cccc(NS(=O)(=O)c3cccs3)c2O[C@@H]1CN(C)Cc1ccc(Cl)c(Cl)c1,-16.8,0.3
CC(C)NC(=O)Nc1ccc2c(c1)C(=O)N([C@@H](C)CO)C[C@H](C)[C@H](CN(C)C(=O)CCC(F)(F)F)OCCCC[C@@H](C)O2,-20.9,-1.4
Cc1noc(C)c1NC(=O)N(C)C[C@H]1Oc2ccc(NC(=O)Nc3ccccc3)cc2C(=O)N([C@@H](C)CO)C[C@H]1C,nt,-0.5
CCn1c(SCC(=O)Nc2ccc(C)cc2)nc2ccc(I)cc2c1=O,9.1,-0.2
COc1ccc(CN(C)C[C@@H]2Oc3c(NS(=O)(=O)c4ccc(C)cc4)cccc3C(=O)N([C@H](C)CO)C[C@H]2C)cc1,-10.3,nt
CS(=O)(=O)N(CC(=O)Nc1cccc(Cl)c1Cl)c1cc(Cl)c(Cl)cc1Cl,9.8,0.1
COc1ccccc1S(=O)(=O)N(C)C[C@H]1Oc2ncc(Br)cc2C(=O)N([C@@H](C)CO)C[C@H]1C,8.4,nt
C[C@@H]1CN([C@H](C)CO)C(=O)Cc2cc(NC(=O)c3ccncc3)ccc2O[C@H]1CN(C)Cc1ccc(Oc2ccccc2)cc1,-48.9,0.2
Cc1ccc(S(=O)(=O)Nc2ccc3c(c2)C(=O)N([C@H](C)CO)C[C@H](C)[C@@H](CN(C)S(=O)(=O)c2cccs2)O3)cc1,nt,-0.4
COc1c2ccoc2c(OC)c2oc(=O)ccc12,8.3,0.4
C[C@@H]1CN([C@@H](C)CO)C(=O)CCCn2nncc2CO[C@H]1CN(C)S(=O)(=O)c1ccc2ccccc2c1,4.2,-4.1
C[C@H](CO)N1C[C@H](C)[C@H](CN(C)S(=O)(=O)c2cccs2)OCCCC[C@H](C)Oc2ccc(N(C)C)cc2C1=O,-3.4,nt
CO[C@@H]1CN(C)C(=O)c2ccc(NS(=O)(=O)c3ccc(F)cc3)cc2OC[C@@H](C)N(C(=O)NC(C)C)C[C@H]1C,2.1,0.2
O=C(C[C@@H]1C[C@H]2c3cc(NC(=O)c4ccc5c(c4)OCO5)ccc3O[C@H]2[C@H](CO)O1)NCC1CC1,-7.4,-0.2
O=C(C[C@@H]1C=C[C@@H](NC(=O)Nc2ccc(F)cc2)[C@@H](CO)O1)NCc1cccc(F)c1,4.0,-0.1
CCS(=O)(=O)Nc1ccc2c(c1)C(=O)N(C)C[C@@H](OC)[C@@H](C)CN(CCC(F)(F)F)[C@H](C)CO2,3.8,0.1
COc1ccc(S(=O)(=O)N[C@@H]2CC[C@@H](CC(=O)N3CCc4ccccc4C3)O[C@H]2CO)cc1,9.7,-0.1
C[C@@H]1CN([C@@H](C)CO)C(=O)c2cc(C#CC3CC3)cnc2O[C@@H]1CN(C)Cc1ccccn1,1.4,-0.3
C[C@@H]1CN([C@H](C)CO)C(=O)c2cc(NS(=O)(=O)c3cn(C)cn3)ccc2O[C@@H](C)CCCCO[C@@H]1CN(C)C,-1.8,1.4
# (cont.)
SMILES,EZH2 inh,IDH1 mut inh
COC(=O)c1c(NC(=S)Nc2ccn(C)n2)sc(C)c1-c1ccccc1,-6.4,-0.5
C[C@H]1CN([C@@H](C)CO)C(=O)c2cc(C#CCc3ccccc3)cnc2O[C@@H]1CN(C)C(=O)Cc1cccnc1,1.1,-0.4
C[C@@H]1CN([C@@H](C)CO)C(=O)c2cc(NC(=O)Nc3ccc4c(c3)OCO4)ccc2O[C@@H](C)CCCCO[C@H]1CN(C)Cc1ccncc1,nt,-1.3
C[C@H]1CN([C@@H](C)CO)C(=O)c2cc(C#Cc3cccnc3)cnc2O[C@H]1CN(C)Cc1ccccc1,0.6,-0.1
C[C@@H]1CN([C@H](C)CO)C(=O)c2cc(-c3cccc(C#N)c3)cnc2O[C@@H]1CN(C)Cc1cccnc1,0.2,-3.4
COc1ccc(Cl)cc1NC(=O)C(C)N(c1ccc(C)cc1)S(C)(=O)=O (stereo not given),-2.1,-0.1
Cc1noc(C)c1S(=O)(=O)Nc1ccc2c(c1)C(=O)N([C@@H](C)CO)C[C@@H](C)[C@@H](CN(C)Cc1ccccc1)O2,10.8,-0.2
CCCC(=O)Nc1ccc2c(c1)OC[C@@H](C)N(CCc1ccccc1)C[C@H](C)[C@@H](OC)CN(C)C2=O,-14.4,-0.2
C[C@@H]1CN([C@H](C)CO)C(=O)c2cc(C3=CCCC3)cnc2O[C@H]1CN(C)C(=O)c1ccccn1,0.4,nt
C[C@@H]1CCCCO[C@H](CN(C)Cc2ccncc2)[C@@H](C)CN([C@@H](C)CO)C(=O)c2cc(NC(=O)c3ccncc3)ccc2O1,-6.3,4.3
O=C(O)C[C@H]1C[C@H]2c3cc(NC(=O)Nc4ccc(C(F)(F)F)cc4)ccc3O[C@H]2[C@H](CO)O1,-4.3,-1.4
C[C@@H]1CN([C@@H](C)CO)C(=O)Cc2cc(NC(=O)c3ccncc3)ccc2O[C@@H]1CN(C)C(=O)Nc1ccccc1,nt,3.1
Cc1c(Br)ccc(NC(=O)CSc2nnnn2-c2ccccc2)c1C,18.5,0.3
C[C@H](CO)N1C[C@H](C)[C@H](CN(C)Cc2cccc(F)c2)Oc2cc(-c3ccc(F)cc3)ccc2S1(=O)=O,18.2,-1.9
Cc1ccc(NC(=O)C(C)NS(=O)(=O)c2ccc(Cl)cc2)cc1Cl (stereo not given),3.4,-1.0
Cc1noc(C)c1S(=O)(=O)N(C)C[C@H]1OCCCC[C@@H](C)Oc2ccc(NC(=O)CCC(F)(F)F)cc2C(=O)N([C@@H](C)CO)C[C@H]1C,nt,1.2
C[C@@H]1CN([C@H](C)CO)C(=O)c2cccc(NC(=O)c3ccncc3)c2O[C@H]1CN(C)C,0.3,1.2
C[C@H](CO)N1C[C@H](C)[C@H](CN(C)C)OCCCC[C@H](C)Oc2ccc(NS(=O)(=O)c3ccc(F)cc3)cc2C1=O,7.2,nt
C[C@H](CO)N1C[C@H](C)[C@@H](CN(C)C(=O)CCN2CCCCC2)Oc2ncc(C#Cc3ccccn3)cc2C1=O,-8.7,nt
COc1ccc(NC(=O)N(C)C[C@H]2Oc3ccc(NC(=O)Nc4ccc5c(c4)OCO5)cc3C(=O)N([C@H](C)CO)C[C@@H]2C)cc1,nt,-0.4
CC(=O)N(C)C[C@H]1Oc2ncc(C#Cc3ccccc3F)cc2C(=O)N([C@H](C)CO)C[C@@H]1C,-10.7,-0.1
C[C@H](CO)N1C[C@H](C)[C@@H](CN(C)C(=O)Nc2ccc3c(c2)OCO3)Oc2ccc(NC(=O)Cc3cn(C)c4ccccc34)cc2C1=O,nt,-7.6
COc1ccc(Br)cc1/C=N/NC(=O)c1cccc(C(=O)NO)c1,-0.1,-0.6
COc1ccccc1NC(=O)N[C@H]1CC[C@H](CC(=O)NCc2ccc(Cl)c(Cl)c2)O[C@H]1CO,-2.2,-0.1
Cc1ccc(S(=O)(=O)Nc2ccc3c(c2)CC(=O)N([C@@H](C)CO)C[C@H](C)[C@H](CN(C)Cc2ccc(C(F)(F)F)cc2)O3)cc1,nt,0.0
Cc1noc(C)c1S(=O)(=O)Nc1ccc2c(c1)C(=O)N([C@H](C)CO)C[C@@H](C)[C@@H](CN(C)C(=O)Nc1ccccc1)OCCCC[C@@H](C)O2,nt,2.4
O=C(C[C@H]1C=C[C@H](NC(=O)Nc2ccc(F)cc2)[C@H](CO)O1)NCc1cccc(F)c1,1.3,0.1
C[C@H]1CN([C@@H](C)CO)S(=O)(=O)c2ccc(/C=C/c3ccccc3)cc2O[C@@H]1CN(C)Cc1ccccc1,9.6,-5.2
COc1ccccc1Nc1nc(N)nc(CSc2ncccn2)n1,-3.6,-0.4
C[C@H](CO)N1C[C@H](C)[C@@H](CN(C)C(=O)Nc2ccc(C(F)(F)F)cc2)Oc2ccc(NS(=O)(=O)c3cn(C)cn3)cc2CC1=O,nt,-1.7

# Gathered by group, the compounds so far containing a furan ring, fused or not
SMILES,EZH2 inh,IDH1 mut inh
Cc1cc(C)c(C)c(OCC(=O)NCc2ccco2)c1,12.6,-0.2
COc1c2ccoc2c(OC)c2oc(=O)ccc12,8.3,0.4
